Screens deposited in PubChem by Sanford-Burnham Center for Chemical Genomics.
UPR XBP1 act: activators of adaptive XBP1 UPR arm, primary screen, cell-based, CHO-XBP1 luciferase reporter, luminescence, uHTS; IRE1-XBP1 UPR activation; percent of tunicamycin response, DMSO as zero; activation, % at 20 µM; 0.33% of 330,000 active;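 active = versus positive control, 20 µM dose yields 30% or more activation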;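 also: 100% = tunicamycin at 10 µg/mL and 0% = DMSO only wells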
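Material: CHO cell line with stable XBP1 luciferase reporter; schedule: 16-18 h cell attachment at 37 °C, then 6 h compound exposure; signal: glow luminescence from Steady-Glo reagent; medium: serum-containing F12 medium, 10% FBS; benchmarks: tunicamycin 10 µg/mL and vehicle-only wells; read-out: percent activation relative to tunicamycin reference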
EBI2 block: EBI2 receptor antagonists, beta-arrestin recruitment, primary screen, cell-based, luminescence, 7a,25-OHC stimulation, uHTS | G-protein coupled receptor 183 (Homo sapiens), P32249 | 7a,25-OHC stimulated | inhibition, % at 5 µM | 0.81% of 360,000 active; in the data active = inhibition above about 38%;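 also: enzyme fragment complementation signal reports receptor beta-arrestin coupling in cells; 0% = agonist plus DMSO wells and 100% = wells without agonist; some results beyond the cut were filed as inactive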
Target sequence (P32249 whole entry, looked up, the tested form may be a part): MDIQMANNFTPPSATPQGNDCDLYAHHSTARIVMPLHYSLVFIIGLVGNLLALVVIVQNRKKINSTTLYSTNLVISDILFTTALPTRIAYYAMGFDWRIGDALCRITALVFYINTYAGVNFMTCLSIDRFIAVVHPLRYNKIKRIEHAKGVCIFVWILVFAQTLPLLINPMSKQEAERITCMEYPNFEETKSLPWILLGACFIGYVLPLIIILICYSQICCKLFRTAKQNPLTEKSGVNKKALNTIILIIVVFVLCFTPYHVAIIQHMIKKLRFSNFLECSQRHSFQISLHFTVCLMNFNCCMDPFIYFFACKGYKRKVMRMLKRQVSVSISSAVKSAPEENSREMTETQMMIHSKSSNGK
Mdm2 MdmX PPI: inhibitors of human Mdm2-MdmX association, primary screen, cell-based, luminescence, split luciferase, SaOS-2, uHTS | Protein Mdm4 (Homo sapiens) + E3 ubiquitin-protein ligase Mdm2 (Homo sapiens), … | SaOS-2 split-luciferase Mdm2/MdmX complementation | inhibition, % at 8 µM | 3% of 330,000 active | AID 485346, 2010;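 active = inhibition of at least 50% at 8 µM in the primary screen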
697 NFkB inh: inhibitors of PMA/ionomycin-induced NF-kB reporter, 697 cells, primary screen, B-cell NF-kB inhibitor project, cell-based, luminescence, uHTS. 697 B-cell NF-kB luciferase reporter, 16 h. inhibition, % at 4 µM. 0.33% of 330,000 active. AID 435022, 2010; in the data active = inhibition above about 35%
Gli-Sufu antag: Gli-Sufu pathway antagonists, primary screen, luciferase luminescence, Sufu-KO-LIGHT cells, uHTS; Sufu-KO-LIGHT fibroblasts, Gli luciferase reporter luminescence; inhibition, % at 5 µM; 0.74% of 340,000 active; AID 588413, 2011;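 active = inhibition above about 55%, limit read from the data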;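 also: 0% = DMSO-treated cells and 100% = wells with medium but no cells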
CCR6 antagonist: CCR6 receptor antagonists, primary screen, cell-based, CHO-K1, luminescence, beta-arrestin, uHTS | C-C chemokine receptor type 6 (Homo sapiens), P51684 | CHO-K1 CCR6 PathHunter beta-arrestin, CCL20-stimulated | inhibition, % at 20 µM | 0.49% of 340,000 active | AID 493098, 2011;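 active = compounds whose inhibition of the agonist-driven luminescence signal at 20 µM reaches about 50%, limit read from the data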;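 also: cells stimulated with CCL20 at 14 nM final; plate controls were DMSO with CCL20 for no effect and DMSO without agonist for full effect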
Target sequence (P51684 whole entry, looked up): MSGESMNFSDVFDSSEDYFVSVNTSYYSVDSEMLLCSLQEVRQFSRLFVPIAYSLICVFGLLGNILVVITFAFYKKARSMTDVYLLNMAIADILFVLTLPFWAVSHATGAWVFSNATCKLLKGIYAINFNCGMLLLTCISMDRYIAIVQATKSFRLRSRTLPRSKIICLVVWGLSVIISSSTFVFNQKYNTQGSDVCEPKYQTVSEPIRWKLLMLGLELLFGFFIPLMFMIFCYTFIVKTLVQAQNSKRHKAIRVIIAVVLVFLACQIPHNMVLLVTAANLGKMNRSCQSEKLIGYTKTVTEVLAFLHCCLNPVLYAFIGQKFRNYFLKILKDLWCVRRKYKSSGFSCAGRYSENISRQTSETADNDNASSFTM
Jurkat NFkB inh: inhibitors of induced NF-kB luciferase reporter, primary screen, TCR NF-kB activation inhibitor project, cell-based, luminescence, uHTS | Jurkat, PMA/ionomycin-induced NF-kB luciferase reporter | inhibition, % at 4 µM | 0.53% of 330,000 active | AID 435003, 2010; in the data active = inhibition above about 50%
CHOP UPR activ: activators of apoptotic CHOP UPR arm, primary screen, cell-based, CHO-CHOP luciferase reporter, luminescence, uHTS. 0.34% of 330,000 active. AID 449763, 2010. activation, % at 10 µM. UPR activation; percent of tunicamycin response over DMSO baseline;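 active = at 10 µM dose, activation of 40% or more, normalized to positive control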;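 also: 100% = tunicamycin at 10 µg/mL and 0% = DMSO alone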
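System: CHO-CHOP luciferase reporter cell line; amount: 500 cells/well; buffer or medium: F12 medium containing 10% fetal bovine serum; incubation: 6 h compound exposure at 37 °C after overnight seeding; measured by: luciferase luminescence after 10 min with Steady-Glo reagent; evaluation: % reporter activation, DMSO baseline versus tunicamycin full activation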
CXCR6 inh: CXCR6 receptor inhibitors, primary screen, cell-based, beta-arrestin, luminescence, CHO-K1 PathHunter, 1536-well. AID 602244, 2012. 0.36% of 360,000 active. inhibition, % at 20 µM. C-X-C chemokine receptor type 6 (Homo sapiens), O00574; in the data active = inhibition above about 34%, passing the limit was not always enough;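 also: antagonist mode with CXCL16 agonist at 10 nM final; 0% = 10 nM CXCL16 with DMSO and 100% = unstimulated wells without agonist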
Target sequence (O00574 whole entry, looked up): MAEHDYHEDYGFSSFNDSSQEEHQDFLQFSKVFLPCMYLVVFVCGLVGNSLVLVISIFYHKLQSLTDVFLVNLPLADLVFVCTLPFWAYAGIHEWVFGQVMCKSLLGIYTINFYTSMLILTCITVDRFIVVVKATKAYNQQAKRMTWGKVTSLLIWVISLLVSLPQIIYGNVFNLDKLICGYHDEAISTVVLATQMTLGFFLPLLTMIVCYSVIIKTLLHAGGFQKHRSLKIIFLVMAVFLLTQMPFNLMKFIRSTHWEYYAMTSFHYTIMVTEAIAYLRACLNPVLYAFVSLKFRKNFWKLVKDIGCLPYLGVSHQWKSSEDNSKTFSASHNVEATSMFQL
The depositor's hits bear a star; nt = not tested or not shown; & = joins results of further samples.

SMILES	UPR XBP1 act	EBI2 block	Mdm2 MdmX PPI	697 NFkB inh	Gli-Sufu antag	CCR6 antagonist	Jurkat NFkB inh	CHOP UPR activ	CXCR6 inh
Cc1ccc(C2/C(=C(/O)c3ccc4c(c3)CC(C)O4)C(=O)C(=O)N2CCCn2ccnc2)cc1 (configuration not stated)	-2	4	-18	4	-14	-11	3	-0.6	-4
CC(C)(C)c1cc[n+](-c2[nH]c(=O)sc2/C=N/N=C(\[O-])c2ccccc2)cc1	-3	-9	-4	-19	-2	3	4	8.5	4
Cc1ccc(N=CC2=C(O)CC(c3cccc(Cl)c3)CC2=O)cc1 (configuration not stated)	-1	17	34	-19	7	-2	-10	1.9	-2
CC(=O)c1c(C)oc2ccc(NS(=O)(=O)c3ccc(F)cc3C)cc12	-1	-2	34	-5	34	-4	3	1.0	-5
O=C(Cc1ccc(S(=O)(=O)N2CCOCC2)s1)Nc1ccc(N2CCOCC2)cc1	-2	-4	-20	-24	-18	0	-21	3.2	-1
CC(C)(C)c1cc(C(=O)NNc2ccc(OC(F)(F)F)cc2)n(Cc2ccccc2)n1	-3	16	15	-8	6	38	13	-1.2	12
S=C(NCc1cccnc1)Nc1ccc(Cl)cc1	-4	-4	7	6	7	-5	-3	0.8	-9
COc1ccc(Br)cc1/C=C/C(=O)NCC(=O)O	4	-2	-4	-9	-10	-8	-1	0.8	6
Cc1nc(C)c(C(=O)C2=C(O)C(=O)N(CCN(C)C)C2c2cccs2)s1 (configuration not stated)	-8	-16	22	16	0	18	2	1.4	2
Cc1ccc(CCNC(=O)NC(C)(C)C)cc1	2	4	-64	-30	-47	-1	-10	4.3	-7
O=C(C[n+]1ccc(C(=O)N/N=C/c2ccc(Br)cc2)cc1)c1ccccc1	0	-1	3	25	-21	20	14	-1.4	8
CSc1nc(N)c2c(n1)N(C)C=NS2(=O)=O	nt	-7	nt	nt	4	2	nt	nt	-1
C#CCOCCOCCOCCNc1nc(N2CCN(C(=O)CCCCCCCCCCNC(=O)[C@H](CO)n3cc(CCCSC)nn3)CC2)nc(N2CCN(C(=O)CCCCCCCCCCNC(=O)[C@H](CCCCN)n3cc(C[C@@H](C)CC)nn3)CC2)n1	17	nt	100*	-33	nt	nt	50	14	nt
CN(c1ccc(F)cc1)S(=O)(=O)c1ccc(Cl)c(C(=O)Nc2ccc3c(c2)CCC3)c1	-3	0	27	-17	-16	2	1	1.2	1
O=C(Nc1ccccn1)c1cc(-c2cccnc2)nc2ccc(Br)cc12	-2	32	43	8	5	1	20	0.8	12
CCC(CC)C(=O)N1CC(=O)Nc2ccc(Br)cc2C1c1ccccc1 (configuration not stated)	0	-2	13	7	1	6	6	-1.6	2
CC(C)n1nc(C(=O)NC2CCCCCC2)c2ccccc2c1=O	-3	-4	9	-24	-11	11	7	-2.0	-1
Cc1ccc2[nH]c(=O)c(CN(C(=O)c3cccs3)c3ccccc3)cc2c1	-2	2	13	-9	23	18	15	0.2	2
COc1cc(C2C(C#N)=C(N)Oc3c2oc(CO)cc3=O)cc(OC)c1OC (configuration not stated)	-1	-26	8	5	-17	-8	-1	-2.1	-4
Cc1cc(=O)[nH]c(SCc2nc3ccccc3s2)n1	-3	-2	0	-30	0	-5	1	0.1	6

Three entries from above, with two lines to a compound.
Sequence of screens: UPR XBP1 act | EBI2 block | Mdm2 MdmX PPI | 697 NFkB inh | Gli-Sufu antag | CCR6 antagonist | Jurkat NFkB inh | CHOP UPR activ | CXCR6 inh
O=C(Nc1ccccn1)c1cc(-c2cccnc2)nc2ccc(Br)cc12
 : -2 | 32 | 43 | 8 | 5 | 1 | 20 | 0.8 | 12
Cc1nc(C)c(C(=O)C2=C(O)C(=O)N(CCN(C)C)C2c2cccs2)s1 (configuration not stated)
 : -8 | -16 | 22 | 16 | 0 | 18 | 2 | 1.4 | 2
Cc1ccc(CCNC(=O)NC(C)(C)C)cc1
 : 2 | 4 | -64 | -30 | -47 | -1 | -10 | 4.3 | -7

The list goes on:
SMILES	UPR XBP1 act	EBI2 block	Mdm2 MdmX PPI	697 NFkB inh	Gli-Sufu antag	CCR6 antagonist	Jurkat NFkB inh	CHOP UPR activ	CXCR6 inh
Cc1ccc(Cn2c(=N)c(C#N)cc3c(=O)n4cccc(C)c4nc32)cc1	2	nt	24	-8	nt	nt	-14	-0.1	nt
CCOc1ccc(C(C)NC(=O)CN2C(=O)NC3(CCCCC3)C2=O)cc1OCC (configuration not stated)	-1	-2	5	-6	-1	8	3	-0.5	0
CSc1nc(Oc2ccc3ccccc3c2)c2ccccc2n1	0	3	55*	-11	19	20	30	-2.2	-3
CCOc1ccccc1C(=O)NC(C(=O)NCCc1ccccn1)C(C)C (configuration not stated)	-2	2	-9	7	5	8	14	-1.3	5
Cc1ccc(C)c(OCCCC(=O)N2CCOCC2)c1	0	8	-5	-8	35	3	-17	-1.2	4
CCCCNc1ccc2oc(-c3ccc(OC)cc3)c(-c3ccc(OC)c(F)c3)c2c1	3	13	-27	6	-6	15	-5	2.0	-1
CCOC(=O)C1=C(C)NC(SCC(=O)OC)=C(C#N)C1c1ccc(C(=O)OC)cc1 (configuration not stated)	-1	3&13	24	-5	-3&2	18&21	22	-1.0	2&19
COc1ccc(NC(=O)c2sc3nc(Cc4ccccc4)cc(C(F)(F)F)c3c2N)cc1OC	-1	6	15	-16	8	18	-31	2.3	8
COC(=O)c1cc(NC(=O)Cn2c(=O)cnc3ccccc32)cc(C(=O)OC)c1	0	-3	-11	26	-2	6	0	2.1	-2
COc1ccccc1OCCNC(=O)c1ccc2c(c1)OCCO2	-1	8	-94	-150	-76	10	-108	2.3	-4

3 entries out of the list above, arranged by their value in EBI2 block, low to high.
Structure | EBI2 block
CCOc1ccccc1C(=O)NC(C(=O)NCCc1ccccn1)C(C)C (configuration not stated) | 2
Cc1ccc(C)c(OCCCC(=O)N2CCOCC2)c1 | 8
CCCCNc1ccc2oc(-c3ccc(OC)cc3)c(-c3ccc(OC)c(F)c3)c2c1 | 13

Next part
SMILES	UPR XBP1 act	EBI2 block	Mdm2 MdmX PPI	697 NFkB inh	Gli-Sufu antag	CCR6 antagonist	Jurkat NFkB inh	CHOP UPR activ	CXCR6 inh
COc1ccc(S(N)(=O)=O)cc1C(=O)NCC1(N2CCCCC2)CCCCC1	-1	5	-23	-1	13	21	6	-0.9	-2
Cc1ccc(CSc2nc3ccncc3[nH]2)cc1	-10	-4	-112	-19	-96	-3	15	-7.9	4
Cc1ccc(S(=O)(=O)N2CCCCC2)cc1NC(=O)CCN1C(=O)C2CC=CCC2C1=O (configuration not stated)	-2	-1	2	5	5	2	1	-0.3	-3
CN(CC1CCCO1)S(=O)(=O)c1ccc(C(=O)Nc2ccccc2F)cc1 (configuration not stated)	-4	5	22	5	-15	15	-11	-2.2	0
COc1ccccc1OCC(=O)Nc1ccc2c(c1)n(C)c(=O)n2C	2	-3	-6	28	16	-4	11	0.4	1
c1ccc(COCCC2CO2)cc1 (configuration not stated)	-1	nt	-16	-22	nt	nt	-1	-0.8	nt
COc1ccccc1N1CCN(C(c2ccc(C)cc2)c2nnnn2C(C)C)CC1 (configuration not stated)	6	9	3	0	6	22	7	-0.2	10
COc1ccc(CN2CCC(=O)N([C@H](CO)c3ccccc3)CC2)cc1OC	2	-11	5	7	5	-6	3	0.2	-3
CC(SC(=S)N1CCCC1)C(=O)O (configuration not stated)	-1	-12	-18	12	2	-2	7	-0.2	-5
O=C(CSCc1ccccc1)NC1CCSC1=O (configuration not stated)	1	-1	-20	18	6	1	9	1.4	-2
O=C1c2ccccc2C(=O)N1Cc1nc2ccccc2o1	-3	-5	7	7	11	-4	-2	2.0	4
CCOc1ccc(NS(=O)(=O)c2ccc(OCC(=O)NCCCOC)cc2)cc1	1	-5	24	10	2	-18	-7	0.3	-10
COC(=O)CCCCCCCCC(O)CN(C)C (configuration not stated)	0	-8	10	8	8	5	-5	-1.9	-3
O=C(COC(=O)c1ccccc1SCC(=O)NC1CCS(=O)(=O)C1)NC1CCS(=O)(=O)C1 (configuration not stated)	0	3	-32	-2	-8	0	-6	0.7	6
CCOC(=O)c1c(-c2ccc(C)cc2)csc1NC(=O)C1CCCO1 (configuration not stated)	-1	8	19	-9	6	17	-7	3.1	-12
CC(=O)N1C[C@H]2CON(C)[C@H]2C[C@H]1c1ccccc1Br	nt	-9	nt	nt	3	8	nt	nt	-3
O=C(NC1CCCCC1)c1cc(Cl)ccc1[N+](=O)[O-]	-2	-9	-5	-20	2	11	15	3.3	-2
CCN1CCN(C(c2ccccc2)c2sc3nc(C)nn3c2O)CC1 (configuration not stated)	-2	-4	4	12	3	-2	5	1.4	-1
Nn1c(=S)[nH]nc(Cc2ccc(O)cc2)c1=O	-1	0	29	0	2	13	4	0.1	-2
COc1ccc(CN(C(=O)c2cccs2)c2ccccc2C(=O)O)cc1	-2	2	29	22	0	4	-5	-0.3	-2
Cc1cccc(NC(=O)CNC(=O)COC(=O)c2ccco2)c1C	-2	-16	1	-2	0	11	1	-1.9	7
COc1cc(OC)cc(C(=O)Nc2nc(-c3ccccc3)c(-c3ccccc3)o2)c1	0	3	56*	19	-4	62*	-6	-0.1	18
Cn1c(COc2ccccc2Br)nc2ccccc21	-1	3	-105	-97	-76	20	-95	8.5	0
COc1ccccc1C(=O)Nc1ccc2[nH]ncc2c1	0	-11	14	-12	-12	-3	-12	5.4	2
O=C(CSc1nc2ccccc2n1CC(=O)N1CCCC1)NCc1ccc2c(c1)OCO2	0	3	7	10	4	5	-1	-2.0	-10
CCCCNC(=O)/C(=C/c1ccccc1)NC(C)=O	0	-13	25	-18	4	-4	8	3.0	-5
CCN(C(=O)CSc1nnc2ccccn12)c1c(N)n(Cc2ccccc2)c(=O)[nH]c1=O	1	-12	3	-9	-7	-5	-25	1.6	-5
O=C1OCc2nc3cc4c(cc3c(-c3ccc(F)cc3)c21)OCO4	0	-1	10	5	3	2	-2	0.1	0
CN(C(=O)CSc1nc2ccccc2c(=O)n1-c1ccc(F)cc1F)C1CCS(=O)(=O)C1 (configuration not stated)	2	11	15	-19	-2	5	-14	1.0	12
Cc1nnc(N2CCOCC2)c2ccccc12	-1	1	-4	-7	-16	10	-1	-0.8	2
NC(=O)c1ccc(N2CCCCCC2)c([N+](=O)[O-])c1	1	-11	18	9	18	17	8	-0.9	8
COCCn1nnnc1C(c1cc2ccc(C)cc2[nH]c1=O)N(Cc1ccco1)Cc1cccs1 (configuration not stated)	-3	13	-17	-1	-4	-4	-2	-1.0	2
Cc1cc(CN2CCCC(C(=O)Nc3ccc(-c4nc5ccccc5[nH]4)cc3)C2)n[nH]1 (configuration not stated)	-2	-1	-11	-49	-11	-3	-96	2.5	-8
CCOc1ccc(Cn2nnc(C(=O)NCCc3ccccc3)c2N)cc1	-2	-2	2	-22	-33	0	-14	0.2	1
CCCCC(=O)Nc1nc(C)c(-c2csc(Nc3ccccc3OC)n2)s1	2	-1	26	15	-1	13	18	1.9	4
